# SKN-1 inh = suppressors of acrylamide-induced Pgst-4::GFP reporter in worms, primary screen, SKN-1 inhibitor project, whole organism, uHTS, GFP/RFP fluorescence ratio, strain VP596; C. elegans VP596 Pgst-4::GFP/RFP ratio, 24 h; inhibition, % at 21.8 µM; 360,000 tested, 0.49% active;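 active = interference check ratio from 0.5 to 1.5 plus GFP to RFP signal ratio inhibition reaching or exceeding a fixed threshold, cut at about 30% in these data, passing the limit was not always enough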; note: some compounds called inactive have numbers as strong as hits
# DNMT1 inh = human DNMT1 methyltransferase inhibitors, primary screen, biochemical, molecular beacon, fluorescence, HinP1I cleavage, uHTS | AID 588458, 2011 | DNA (cytosine-5)-methyltransferase 1 (Homo sapiens), P26358 | inhibition (reported as % activation of signal), % at 10 µM | 360,000 tested, 0.83% active; in the data active = inhibition above about 50%
# CendR NRP1 mod = modulators of CendR peptide binding to NRP-1, primary screen, biochemical, fluorescence polarization, uHTS | Neuropilin-1 (Homo sapiens), O14786 | FAM-RPARPAR peptide binding to NRP-1 | inhibition, % at 25 µM | 360,000 tested, 0.85% active | AID 602438, 2012;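 active = inhibition or corrected inhibition above about 18%, plus a signal ratio from 0.5 to 1.5, limit read from the data, passing the limit was not always enough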; note: strong numbers were not always called active
# Rpn11 inh = Rpn11 (PSMD14) deubiquitinase inhibitors, primary screen, biochemical, fluorescence polarization, uHTS | 26S proteasome non-ATPase regulatory subunit 14 (Homo sapiens), O00487 | human 26S proteasome, Ub4-pepOG fluorescence polarization; 20S core pre-blocked with epoxomicin | calls only at 20 µM | 360,000 tested, 0.59% active;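 active = inhibition at 20 µM, scaled to each plate's controls, above about 33%, limit read from the data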
# Target sequence (O00487 whole entry, looked up): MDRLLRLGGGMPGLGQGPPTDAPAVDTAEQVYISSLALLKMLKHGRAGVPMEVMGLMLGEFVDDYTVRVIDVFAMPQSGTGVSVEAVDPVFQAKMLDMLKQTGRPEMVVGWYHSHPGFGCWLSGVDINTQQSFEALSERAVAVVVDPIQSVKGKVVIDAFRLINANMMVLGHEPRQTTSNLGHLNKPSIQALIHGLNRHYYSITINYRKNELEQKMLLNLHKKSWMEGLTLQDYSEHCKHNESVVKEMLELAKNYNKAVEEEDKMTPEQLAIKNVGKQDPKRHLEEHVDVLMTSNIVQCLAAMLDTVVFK
# MT1-MMP act inh = blockers of MT1-MMP proenzyme processing, primary screen, HT1080 RFP-PRO-GFP cells, GFP/RFP fluorescence; GFP/RFP ratio change, % at 20 µM; 360,000 tested, 0.061% active; GFP/RFP ratio fluorescence, overnight; percent of plate control window, DMSO zero; Matrix metalloproteinase-14 (Homo sapiens), P50281;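 active = GFP/RFP ratio change of at least 30% with cell ATP level not reduced by more than half and red fluorescence within 50% of control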; note: strong numbers were not always called active
#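 Test system: HT1080 cells expressing an RFP-PRO-GFP fluorescent reporter construct / Compound dosing: single-point 20 µM compound, 1% DMSO / Schedule: cells overnight before dosing, compound overnight, 37 °C, 5% CO2 / Evaluation: GFP/RFP fluorescence ratio / Control set: DMSO and RFP-L50D-GFP cell wells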
# LMPTP block = LMPTP phosphatase inhibitors, primary screen, biochemical, fluorescence intensity, uHTS | Low molecular weight phosphotyrosine protein phosphatase (Homo sapiens), P24666 | recombinant LMPTP-A, OMFP fluorogenic substrate | inhibition, % at 20 µM | 360,000 tested, 0.22% active;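 active = compounds that cut the enzyme signal by at least half of the control window in the single-dose screen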;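 note: plate controls were DMSO wells with enzyme plus substrate for no effect and substrate without enzyme for full effect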
#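 Assay system: LMPTP-A enzyme. Input: 0.625 nM LMPTP-A final. Probe or stimulus: 400 µM OMFP. Compound dosing: single 20 µM dose. Schedule: 50 min dark incubation at room temperature. Detection: fluorescence intensity of OMFP turnover product. Read-out: percent inhibition versus substrate-only and uninhibited controls. Benchmarks: no-enzyme low control, uninhibited high control.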
# Scp-1 inhibitor = Scp-1 phosphatase inhibitors, primary screen, biochemical, colorimetric, uHTS. Recombinant Scp1, phosphopeptide, malachite green phosphate absorbance. inhibition, % at 20 µM. 340,000 tested, 0.88% active. AID 493091, 2011;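 active = inhibition above about 50% at 20 µM, limit read from the data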;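 note: plate controls were DMSO wells with enzyme for no effect and wells lacking enzyme for full effect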
# Target sequence (Q9GZU7 76-261 limits assumed): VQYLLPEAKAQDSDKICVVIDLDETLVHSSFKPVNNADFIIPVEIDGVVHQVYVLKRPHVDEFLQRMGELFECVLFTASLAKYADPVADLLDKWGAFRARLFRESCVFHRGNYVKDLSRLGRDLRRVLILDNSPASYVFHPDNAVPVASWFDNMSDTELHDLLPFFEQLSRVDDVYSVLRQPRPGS
#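 System: truncated SCP-1 phosphatase (76-261aa); medium: Tris acetate buffer pH 5.5 with MgCl2 and Tween-20; incubation: 45 min room-temperature reaction, 5 min colour, 30 min stabiliser; compound: single 20 µM dose, 1% DMSO; reagent: Phosphorylated 17-residue peptide substrate; read-out: % inhibition at 20 µM; technique: colorimetric free-phosphate detection, absorbance 630 nm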
# NadD block = inhibitors of S. aureus NadD, primary screen, biochemical, colorimetric, uHTS | Nicotinate-nucleotide adenylyltransferase NadD (Staphylococcus aureus N315) | purified NadD enzyme, colorimetric absorbance read-out | inhibition, % at 20 µM | 360,000 tested, 0.78% active; in the data active = inhibition above about 26%; note: some compounds past the cut are filed as inactive
# STEP block = STEP phosphatase inhibitors, primary screen, biochemical, fluorescence intensity, uHTS; Tyrosine-protein phosphatase non-receptor type 5 (Homo sapiens), P54829; recombinant STEP, OMFP fluorogenic substrate; inhibition, % at 20 µM; 360,000 tested, 0.25% active; AID 588621, 2011;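 active = inhibition at 20 µM, scaled per plate between control wells, above about 37%, limit read from the data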;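 note: 0% = DMSO with enzyme and substrate and 100% = substrate only without enzyme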
# Target sequence (P54829 whole entry, looked up): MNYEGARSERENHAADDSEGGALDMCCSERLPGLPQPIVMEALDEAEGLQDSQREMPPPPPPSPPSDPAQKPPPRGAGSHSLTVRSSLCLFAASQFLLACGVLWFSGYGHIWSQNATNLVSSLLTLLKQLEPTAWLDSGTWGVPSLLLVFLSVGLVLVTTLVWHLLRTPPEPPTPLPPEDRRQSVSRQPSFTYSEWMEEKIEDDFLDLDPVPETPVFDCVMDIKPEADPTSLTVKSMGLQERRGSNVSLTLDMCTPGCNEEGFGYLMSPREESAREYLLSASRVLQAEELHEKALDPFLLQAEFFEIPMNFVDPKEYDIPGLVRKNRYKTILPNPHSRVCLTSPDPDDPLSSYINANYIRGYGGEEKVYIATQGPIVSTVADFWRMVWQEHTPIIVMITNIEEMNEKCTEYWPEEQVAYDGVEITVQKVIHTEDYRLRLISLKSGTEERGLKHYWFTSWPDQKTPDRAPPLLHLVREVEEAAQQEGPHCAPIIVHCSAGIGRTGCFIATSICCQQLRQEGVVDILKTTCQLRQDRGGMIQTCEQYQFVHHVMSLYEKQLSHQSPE
#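 material = STEP tyrosine phosphatase | reagent = fluorogenic phosphatase substrate OMFP at 25 µM final | doses = single compound dose of 20 µM, 1% DMSO final | schedule = 20 min reaction, room temperature, in the dark | measured by = fluorescence, 480/540 nm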
# SUMO1 PPI mod = modulators of SUMO1 protein-protein interactions, primary screen, biochemical, uHTS; inhibition, % at 20 µM; AID 602429, 2012; SUMO1 binding to a labelled peptide, TR-FRET, 1 h; 360,000 tested, 0.33% active; Small ubiquitin-related modifier 1 (Homo sapiens), P63165; in the data active = inhibition above about 37%
# * = called active by the depositor; i = inactive; / = not tested or not shown.
SMILES,SKN-1 inh,DNMT1 inh,CendR NRP1 mod,Rpn11 inh,MT1-MMP act inh,LMPTP block,Scp-1 inhibitor,NadD block,STEP block,SUMO1 PPI mod
C=CCN1C(=O)/C(=c2\sc3nc(=O)c(Cc4ccccc4)nn3c2=O)c2ccccc21,4,10,-14,i,1,4.9,-7,6,10,-2
CC(OC(=O)c1ccc(Cl)nc1)C(=O)Nc1ccc(S(=O)(=O)N2CCCC2)cc1 (configuration not stated),3,1,-10,i,2,-1.3,4,-5,-2,3
O=C(/C=C/c1ccc(Cl)cc1)NCCSc1ccccc1,14,-1,0,i,0,1.1,-7,1,4,-1
Cc1c(Cl)c([N+](=O)[O-])nn1CCCC(=O)O,14,1,-14,i,0,-2.4,-5,-4,-4,-10
NC(=O)c1ccsc1NC(=O)c1ccco1,12,-2,-21,i,-1,2.3,-9,2,7,5
Cc1ccc2nc(SCC(=O)c3ccc(O)cc3O)[nH]c2c1,0,-3,-27,i,-8,0.7,-3,3,5,1
C/C(=N\Nc1ccc(C(=O)O)cc1)c1ccc(Br)cc1,-9,43,-2,i,-1,3.4,52*,-5,30,1
O=C(NCc1ccc(F)cc1)c1cnc(Cl)c(Cl)c1,17,1,6,i,0,-0.1,-7,4,0,4
Fc1ccc(-c2cc(C(F)(F)F)n3ncnc3n2)cc1,13,1,-4,i,3,-1.2,-6,-2,1,-6
COCCCNC(=O)c1ccc(CS(=O)(=O)Cc2cccc(C)c2)o1,-1,1,-14,i,0,-1.6,-1,-1,0,-2
Cc1ccc(O)c(-n2nc3ccccc3n2)c1,-1,0,-2,i,5,0.4,1,-1,0,5
O=C(COc1cccc2c1CCN(Cc1ccc(Br)cc1)C2=O)N1CCOCC1,9,-3,-1,i,-7,-1.0,-11,1,4,0
CCOC(=O)N1CCN(C(=O)COc2ccc3c(c2)C(=O)CC(C)(C)O3)CC1,-6,-3,-11,i,-1,-1.2,1,-8,-3,-3
N#CC1=C(N)NC(SCc2ccc(Cl)cc2)=C(C#N)C12CCCCC2,8,-12,29*,i,2,1.2,1,1,-5,2
COc1ccc(NC(=S)N(Cc2ccccn2)Cc2ccccc2Cl)cc1,-2,0,0,i,-2,-1.3,-2,-1,0,4
Cc1ccc(/C=C2\SC(=S)N(CCC(=O)NNC(=O)c3ccccc3O)C2=O)cc1,0,12,13,i,8,2.5,-4,38*,0,-1
CN1CCN(NC(=O)c2ccc(Cl)c([N+](=O)[O-])c2)CC1,11,2,10,i,-2,-2.4,-8,-3,0,-16
CC[C@]12c3[nH]c4ccc(Cl)cc4c3CCN1C(=O)[C@@H](CC(=O)NCc1ccco1)C[C@@H]2C(=O)N1CCN(C(=O)C2CC2)CC1,-8,-4,-7,i,3,-2.2,7,0,1,0
COc1cccc(-c2nnc(NC(=O)CCS(=O)(=O)c3ccc(F)cc3)o2)c1,-20,0,0,i,0,-1.2,/,4,1,4
C[C@H](CO)N1C[C@H](C)[C@@H](CN(C)C(=O)Nc2ccc(C(F)(F)F)cc2)Oc2ccc(NC(=O)C3CCCCC3)cc2C1=O,11,-1,-10,i,1,0.9,8,0,-3,8
NS(=O)(=O)c1ccc(CCNC(=O)CSc2nc3ccsc3c(=O)n2CCCCC(=O)O)cc1,-5,-1,4,i,0,-1.2,-8,5,-5,-1
COc1ccc(CCNC(=O)/C(C#N)=C/c2cccc(OCc3ccccc3)c2)cc1OC,14,-16,-9,i,-7,2.3,-11,-3,2,-1
O=C(CCN1N=C(c2ccccc2)CCC1=O)NC1CCCCC1,5,2,6,i,3,-2.1,/,-1,0,-2
CCC(NC(=O)Nc1cc(OC)c(OC)c(OC)c1)(C(F)(F)F)C(F)(F)F,-18,4,8,i,-6,0.0,1,-6,-1,-3
Cc1ccc2c(c1)N(CC(=O)N1CCCC(C)C1)C(=O)CO2 (configuration not stated),0,-1,0,i,1,-1.0,-3,2,2,1

# A draw from above in order of molecular weight, smallest number first:
SMILES,SKN-1 inh,DNMT1 inh,CendR NRP1 mod,Rpn11 inh,MT1-MMP act inh,LMPTP block,Scp-1 inhibitor,NadD block,STEP block,SUMO1 PPI mod
Fc1ccc(-c2cc(C(F)(F)F)n3ncnc3n2)cc1,13,1,-4,i,3,-1.2,-6,-2,1,-6
C=CCN1C(=O)/C(=c2\sc3nc(=O)c(Cc4ccccc4)nn3c2=O)c2ccccc21,4,10,-14,i,1,4.9,-7,6,10,-2
Cc1ccc(/C=C2\SC(=S)N(CCC(=O)NNC(=O)c3ccccc3O)C2=O)cc1,0,12,13,i,8,2.5,-4,38*,0,-1

# Additional results follow:
SMILES,SKN-1 inh,DNMT1 inh,CendR NRP1 mod,Rpn11 inh,MT1-MMP act inh,LMPTP block,Scp-1 inhibitor,NadD block,STEP block,SUMO1 PPI mod
COC(=O)c1ccc(CSc2ccc3nnc(-c4cccc(F)c4)n3n2)o1,-2,-1,4,i,-2,0.1,16,11,2,-21
O=C(CN1C(=O)NC2(CCCCCC2)C1=O)Nc1ccc(OC(F)(F)F)cc1,16,16,27*,i,9,0.5,/,-1,0,-1
Cc1c(C(=O)O)cccc1[N+](=O)[O-],3,-1,-18,i,-1,-0.3,-9,6,1,1
CCn1cc(C(=O)NCCc2ccc(OC)c(OC)c2)c(=O)c2cc(S(=O)(=O)N3CCOCC3)ccc21,-2,-1,15,i,-3,-0.3,-6,13,1,1
COc1cccc(CN(C)C(=O)c2ccc(NS(=O)(=O)c3ccc4[nH]c(=O)[nH]c4c3)cc2)c1OC,4,2,-1,i,-3,-0.4,-8,2,0,1
CC(NC(=O)c1ccc(CS(=O)(=O)Cc2ccccc2F)o1)c1ccc2c(c1)OCCO2 (configuration not stated),19,-2,3,i,3,0.6,-5,-4,2,2
O=C(COc1ccc(Br)cc1)Nc1ccc(C(=O)Nc2ccccc2C(=O)O)cc1,-8,-3,-5,i,5,2.2,19,10,10,32
COc1cc(OC)cc(C(=O)NC(C(=O)OCn2nnc3ccccc3c2=O)C(C)C)c1 (configuration not stated),1,87*,0,i,-6,-0.5,-5,-2,0,-4
CC(=O)Nc1nn(C)c2nc3ccc(C)cc3cc12,-3,-1,-4,i,7,-2.0,-4,1,-2,-23
CCN(C[C@H]1N[C@@](CC)(C(=O)OC)[C@H]2C(=O)N(C)C(=O)[C@@H]12)C(=O)c1ccc(C(C)(C)C)cc1,-3,5,0,i,5,-2.8,-4,-3,-3,2
CCN(CC)S(=O)(=O)c1cccc(C(=O)NCCCN2CCOCC2)c1,7,0,-5,i,3,-0.7,-11,-5,-2,-3
Cc1ccn2c(CNC(C)CCn3cccn3)c(C(=O)N3CCCCCC3)nc2c1 (configuration not stated),1,3,-10,i,-2,0.7,-2,-6,-2,-1
CC(C)C[C@H]1COc2cc(N3CCC[C@@H]3CO)ccc2S(=O)(=O)N1,0,/,-1,/,3,-0.5,/,0,/,-2
CCOC(=O)c1snc2c(=O)[nH]cnc12,20,3,-6,i,-3,-1.3,2,0,-2,-26
CCc1nnc(NC(=O)c2nc(S(=O)(=O)Cc3ccc(C)cc3)ncc2Cl)s1,2,7,9,i,0,-2.2,-5,1,0,-3
COc1ccccc1NS(=O)(=O)c1cc(NC(=O)c2ccco2)ccc1N1CCOCC1,3,-8,-4,i,2,2.9,-7,-1,-4,1
CCC(C)c1ccccc1OCCCN(C)Cc1ccccc1 (configuration not stated),11,5,0,i,2,0.7,-10,-8,-4,2
CCn1ncc(Br)c1C(=O)Nc1ccn(C23CC4CC(CC(C4)C2)C3)n1,-3,-3,-6,i,-1,0.0,-10,-10,0,1
CCOC(=O)C1=C(C)N(C)C(C)=C(C(=O)OCC)C1c1ccc(Cl)cc1,-2,-3,-4,i,9,3.5,-1,2,1,0
CCOC(=O)N1CCN(C(=O)COC(=O)c2ccc(Cl)nc2)CC1,6,0,-1,i,5,-1.8,-3,-2,1,0
CNc1cncc(-c2ccc(S(C)(=O)=O)cc2)n1,10,-1,-8,i,-3,-0.5,/,3,-2,-26
O=C(CCCN1C(=O)/C(=C/c2cccs2)SC1=S)NNC(=O)c1ccccc1O,8,-2,-12,i,7,0.2,1,28*,-3,-1
COc1ccc(OC)c(/C=N/NC(=O)c2[nH]nc3c2CCc2ccccc2-3)c1,-3,-3,2,i,-1,0.8,6,10,-1,0
Clc1cccc(Cc2c(-c3ccccc3)nc3ccc(Cl)cn23)c1,11,9,4,i,-1,0.0,/,2,0,0
CCOc1ccc(S(=O)(=O)NCCC(=O)NCc2ccc(OC)c(OC)c2)cc1,-16,3,2,i,-6,-1.2,-7,1,-3,3

# Additional results.
SMILES,SKN-1 inh,DNMT1 inh,CendR NRP1 mod,Rpn11 inh,MT1-MMP act inh,LMPTP block,Scp-1 inhibitor,NadD block,STEP block,SUMO1 PPI mod
COc1ccccc1N1CCN(CCCC(=O)c2ccc(F)cc2)CC1,-2,0,-5,i,3,0.8,4,2,-2,-2
Cc1ccc2cc(C(c3nnnn3C3CCCC3)N3CCOCC3)c(=O)[nH]c2c1C (configuration not stated),-5,-3,-19,i,-3,-0.5,-5,-2,0,-10
Cc1[nH]c2ccccc2c1CC(=O)O,-10,-6,1,i,1,0.2,-8,0,1,7
CCc1ccc(/C=C(/C#N)C(N)=S)s1,19,-4,3,i,0,-0.4,7,-2,1,-12
CCOc1ccc2oc(C(=O)N3CCN(c4ccccn4)CC3)c(C)c2c1,3,-4,-10,i,0,3.4,0,4,0,0
CCc1cc(C(=O)N2CCCC(C(=O)c3ccc(C(F)(F)F)cc3)C2)n(C)n1 (configuration not stated),15,-1,7,i,2,-0.5,-3,3,1,7
CC1CN(c2nc3ccccn3c(=O)c2C=O)CC(C)O1 (configuration not stated),10,-2,8,i,0,0.2,-3,5,-4,-10
Cc1ccc(NC(=O)CS(=O)Cc2nc(-c3ccc(C)cc3)oc2C)cc1 (configuration not stated),24,-6,-9,i,6,0.3,13,-3,-1,0

# Screening results from PubChem.
